T cruzi HTS = intracellular Trypanosoma cruzi inhibition; intracellular Trypanosoma cruzi in host cells, plate reader; activity score (inhibition), % at 5.01 µM; 22,000 tested, 4.9% active; AID 651903; in the data active = activity score above about 55%;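 note: parasites and compound incubated about four days before reading; 0% = median of neutral control wells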
INS-1E rescue = rescue of cytokine-induced death in INS-1E beta cells. INS-1E cytokine-induced death, ATP luminescence, 48 h; normalised: neutral wells 0, positive control 100. protection from cytokine-induced ATP loss, % at 10 µM. 20,000 tested, 0.1% active;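 active = mean replicate protection from cytokine-induced ATP loss at least 50% and at least 75% of replicates each reaching 50%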
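Assay system – rat INS-1E insulinoma cell line · Quantity – 8000 cells per well · Buffer or medium – RPMI without phenol red, 5% FBS · Schedule – 48 h co-treatment, 10 min post-lysis read · Technique – luminescent ATP assay (CellTiter-Glo)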
* marks the source's active call; other numbers are inactive results; nt = no result given. These rows are one share of the data (hit frequency here may not be typical).

The line under a structure holds: T cruzi HTS	INS-1E rescue
> C[C@@H]1CN([C@H](C)CO)C(=O)CCCn2nncc2CO[C@H]1CN(C)C(=O)Oc1cccc2ccccc12
    -7	nt
> C[C@H](CO)N1C[C@H](C)[C@@H](CN(C)C(=O)Oc2ccccc2)OCc2cnnn2CCCC1=O
    -9	nt
> C[C@H]1CN([C@@H](C)CO)C(=O)CCCn2nncc2CO[C@@H]1CN(C)C(=O)Oc1ccc2ccccc2c1
    5	nt
> C[C@@H]1CN([C@H](C)CO)C(=O)CCCn2nncc2CO[C@@H]1CN(C)C(=O)Oc1cccc2ccccc12
    -2	nt
> Cc1ccc(OC(=O)N(C)C[C@@H]2OCc3cnnn3CCCC(=O)N([C@@H](C)CO)C[C@H]2C)cc1
    -8	nt
> C[C@@H]1CN([C@H](C)CO)C(=O)CCCn2cc(nn2)CO[C@@H]1CN(C)C(=O)Oc1cccc2ccccc12
    -9	nt
> C[C@@H]1CN([C@@H](C)CO)C(=O)CCCn2nncc2CO[C@H]1CN(C)C(=O)Oc1cccc2ccccc12
    -10	nt
> C[C@H]1CN([C@@H](C)CO)C(=O)CCCn2nncc2CO[C@@H]1CN(C)C(=O)Oc1cccc2ccccc12
    9	nt
> COc1ccc(OC(=O)N(C)C[C@H]2OCc3cnnn3CCCC(=O)N([C@H](C)CO)C[C@@H]2C)cc1
    -25	3
> C[C@@H]1CN([C@@H](C)CO)C(=O)CCCn2cc(nn2)CO[C@H]1CN(C)C(=O)Oc1cccc2ccccc12
    -14	nt
> Cc1ccc(OC(=O)N(C)C[C@H]2OCc3cnnn3CCCC(=O)N([C@H](C)CO)C[C@H]2C)cc1
    -27	nt
> Cc1ccc(OC(=O)N(C)C[C@H]2OCc3cnnn3CCCC(=O)N([C@@H](C)CO)C[C@H]2C)cc1
    -5	nt

Two successive entries out of the list so far, quoted:
The line under a structure holds: T cruzi HTS	INS-1E rescue
> C[C@@H]1CN([C@H](C)CO)C(=O)CCCn2nncc2CO[C@H]1CN(C)C(=O)Oc1cccc2ccccc12
    -7	nt
> C[C@H](CO)N1C[C@H](C)[C@@H](CN(C)C(=O)Oc2ccccc2)OCc2cnnn2CCCC1=O
    -9	nt

Looked up by structure from the entries so far, five records:
The line under a structure holds: T cruzi HTS	INS-1E rescue
> C[C@@H]1CN([C@H](C)CO)C(=O)CCCn2cc(nn2)CO[C@@H]1CN(C)C(=O)Oc1cccc2ccccc12
    -9	nt
> Cc1ccc(OC(=O)N(C)C[C@H]2OCc3cnnn3CCCC(=O)N([C@@H](C)CO)C[C@H]2C)cc1
    -5	nt
> C[C@H]1CN([C@@H](C)CO)C(=O)CCCn2nncc2CO[C@@H]1CN(C)C(=O)Oc1ccc2ccccc2c1
    5	nt
> C[C@@H]1CN([C@@H](C)CO)C(=O)CCCn2nncc2CO[C@H]1CN(C)C(=O)Oc1cccc2ccccc12
    -10	nt
> COc1ccc(OC(=O)N(C)C[C@H]2OCc3cnnn3CCCC(=O)N([C@H](C)CO)C[C@@H]2C)cc1
    -25	3
